Compound activity from PubChem.
NTMT1 inhibitor – blocks human N-terminal methyltransferase 1 activity; actives 2.5% (n = 59,000); NTMT1 MTase-Glo SAH luminescence, purified enzyme; Potency, µM (titrated, usually from 114 µM), for the others: at the top dose activity change, negative = inhibition, hits mostly inhibitors; Q9BV86;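 further: potency means the concentration at half of the fitted maximal effect; plate controls were DMSO vehicle for no effect and no enzyme for full effect; nearly all actives have a fitted effect of over 65% in size; many of its hits are not listed in these tables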
p53null 39C tox – selectivity test: cytotoxicity in p53 null cells, nonpermissive temperature; H1299 p53-null (neo) cells, 39C, ATPlite viability, 24 h; actives 0.97% (n = 55,000); Potency, µM (series often up to 46.1 µM), without a hit: top-dose activity, negative = cell killing, most hits filed as cytotoxic; AID 904;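 further: potency means the concentration at half of the fitted maximal effect; 0% = DMSO only and -100% = full killing by 100 µM tamoxifen; nearly all actives have a fitted effect of over 50% in size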
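Cells seeded at 600/well, 37C overnight. Compound added (up to 46 uM), plates shifted to 39C for 24 hr. ATPlite added, luminescence read after 20 min at room temperature.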
B2AR arrestin ag – ADRB2 beta-arrestin recruitment; Potency, µM (highest dose often 46.1 µM), for inactives: at the highest dose activation, usual class: activators; P07550; AID 1347077; 44,000 tested, under 10 active; HTLA Tango cells, beta-arrestin recruitment, luciferase luminescence, 18 h;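 further: potency means the concentration at half of the fitted maximal effect; 0% = DMSO and full agonism = EC100 isoproterenol or metaproterenol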
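Luminescence read-out: arrestin recruitment to recombinant beta2-AR releases tTA, inducing luciferase. Cells exposed 18 hr at 37 degrees C to up to 46 microM compound; %Activity from corrected signal, concentration-response curves classified by r2, magnitude and efficacy.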
PTAP-TSG101 blk – blocks PTAP binding to human TSG101, validation. Fluorescence polarization, FITC-PTAP peptide/Tsg101, 20 min. Potency, µM (doses to about 115 µM), without a hit: at the highest dose activity change, negative = inhibition, actives largely listed as inhibitors. 44,000 tested, under 10 active. AID 1347069; further: potency means the concentration at half of the fitted maximal effect; 0% is about no effect
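Fluorescence polarization: Tsg101 binding domain (10 uM final) in 10 mM HEPES pH 7.5, 0.15 M NaCl, 0.01% Tween 20, 3 mM EDTA, 0.1 mM TCEP; compounds pinned; FITC-PTAP peptide 50 nM final; 20 min, r.t.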
FH mod – Identification of activators of human fumarate hydratase by quantitative high-throughput screening. Fumarate hydratase, mitochondrial (Homo sapiens), P07954. FH coupled MDH/diaphorase resazurin fluorescence, 15 min. Potency, µM (highest dose often 79.9 µM), for the others: at the highest dose activity change, negative = inhibition, usual class: inhibitors. actives 0.22% (n = 54,000). AID 1347055, 2019; further: potency means the concentration at half of the fitted maximal effect; on the % scale 0 is the no-effect control and ±100 the full control effect; the screen sought activators but most active calls are inhibition curves; nearly all actives have a fitted effect of over 45% in size
Target sequence (P07954 whole entry, looked up): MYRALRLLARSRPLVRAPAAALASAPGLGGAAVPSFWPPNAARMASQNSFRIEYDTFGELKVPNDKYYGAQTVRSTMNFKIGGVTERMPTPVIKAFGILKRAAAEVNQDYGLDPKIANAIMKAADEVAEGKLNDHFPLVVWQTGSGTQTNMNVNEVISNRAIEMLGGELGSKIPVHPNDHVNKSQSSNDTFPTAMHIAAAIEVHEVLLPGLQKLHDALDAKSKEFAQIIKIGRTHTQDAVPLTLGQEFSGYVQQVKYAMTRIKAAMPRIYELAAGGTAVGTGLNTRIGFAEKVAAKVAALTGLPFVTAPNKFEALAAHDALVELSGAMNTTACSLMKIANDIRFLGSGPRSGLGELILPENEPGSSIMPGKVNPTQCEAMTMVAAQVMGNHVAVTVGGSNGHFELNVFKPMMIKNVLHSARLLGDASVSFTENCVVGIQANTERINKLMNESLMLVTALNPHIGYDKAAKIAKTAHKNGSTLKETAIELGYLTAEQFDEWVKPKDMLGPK
p53null 32C kill – p53 null cell cytotoxicity, permissive temperature; Potency, µM (top dose mostly 46.1 µM), for inactives: at the top dose activity change, negative = cytotoxicity, usual class: cytotoxic; H1299-neo p53 null cells, ATP luminescence, 24 h, 32C; AID 903; actives 0.62% (n = 55,000);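 further: potency means the concentration at half of the fitted maximal effect; 0% = DMSO only and -100% = full killing by 100 µM tamoxifen; nearly all actives have a fitted effect of over 55% in size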
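Luminescent ATP readout gave cell viability of p53-null H1299-neo cells after a 24 h compound exposure at the permissive 32C. Titrations ran up to 46 uM, and AC50s were fitted with the standard Hill equation.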
GALK inh – inhibitors of human galactokinase (GALK); recombinant GALK, Kinase-Glo ATP luminescence, 1 h; Potency, µM (top dose mostly 57.5 µM), for inactives: at the top dose activity, negative = inhibition, actives largely listed as inhibitors; 44,000 tested, under 10 active; AID 1347072;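 further: plate controls were full GALK reaction for no effect and reaction lacking GALK for full effect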
Target sequence (P51570 whole entry, looked up): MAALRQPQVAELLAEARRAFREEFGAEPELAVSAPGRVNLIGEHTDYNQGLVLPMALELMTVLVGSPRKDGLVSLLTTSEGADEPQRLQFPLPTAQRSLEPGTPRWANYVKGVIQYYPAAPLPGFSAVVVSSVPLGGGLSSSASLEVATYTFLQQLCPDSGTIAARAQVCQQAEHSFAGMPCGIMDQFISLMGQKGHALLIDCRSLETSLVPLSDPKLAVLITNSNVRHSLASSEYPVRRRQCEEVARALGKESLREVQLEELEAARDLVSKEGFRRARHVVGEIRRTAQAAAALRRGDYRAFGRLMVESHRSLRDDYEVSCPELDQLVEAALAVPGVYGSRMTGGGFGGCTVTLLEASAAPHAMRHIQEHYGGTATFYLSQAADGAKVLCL
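Luminescent ATP-depletion readout (Kinase-Glo Plus) after 1 h room-temperature incubation of human GALK (5 nM) with galactose 100 µM and ATP 35 µM, pH 8.0 HEPES/Mg2+ buffer; compounds tested in qHTS format.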
Numbers without * were called inactive; ? = inconclusive; . = no result given; [ ] = another dose, or the depositor's remark. The call rests on the fitted dose curve; in most records, active means well fitted curve in the direction sought with a large enough effect; inconclusive means small, poorly fitted or top-dose-only effect, or another doubt; inactive means no such curve, though single readings can be large; an effect the other way counts as inactive or inconclusive.

SMILES | NTMT1 inhibitor | p53null 39C tox | B2AR arrestin ag | PTAP-TSG101 blk | FH mod | p53null 32C kill | GALK inh
Cc1ccc(C)c(NC(=O)N(C)CCc2c(C)nn(C)c2C)c1 | 13% | -4% | 1% | 0% | -6% | -2% | 1%
COc1cc2[nH]c(=O)n(CCCC(=O)N(C)Cc3ccccc3)c(=O)c2cc1OC | -19% | 2% | 0% | 3% | -6% | 3% | 1%
O=C(NCc1cccs1)c1ccc(CSc2nc3ccncc3n2Cc2cccc(F)c2)cc1 | -6% | -6% | -3% | -8% | -7% | 31%[activator] | -2%
COC(=O)Cc1c(C)c2cc3c(c(C)c2oc1=O)OCN(CCc1ccccc1F)C3 | . | 6% | 0% | -2% | . | -1% | 0%
Cc1sc2ncn(CC(=O)N3CCN(c4ccccc4)CC3)c(=O)c2c1S(=O)(=O)N1CCN(c2ncccn2)CC1 | -1% | -2% | 1% | 8% | -3% | -4% | 1%
Cc1ccc(S(=O)(=O)N(CC(=O)Nc2ccc3c(c2)OCO3)c2ccc(C)c(Cl)c2)cc1 | -7% | 28% | -1% | 1% | -26% | 9% | -5%
CCC(=O)N1c2ccc(S(=O)(=O)CCC(=O)N3CCN(c4ccc(F)cc4)CC3)cc2CC1C (stereo not drawn) | -3% | 5% | 1% | -5% | -4% | -2% | 7%
COc1ccc(Nc2oc(-c3ccc(COc4ccccc4C)o3)nc2C#N)cc1 | -2% | -13% | -2% | -6% | ? | -6% | 5%
CCc1ccc(CNC(=O)C2Cc3cc(S(=O)(=O)N4CCCCCC4)ccc3N2C(C)=O)cc1 (stereo not drawn) | -20% | 15% | 1% | -10% | 15% | -3% | 2%
COc1ccccc1C1C(C(N)=O)=C(C)Nc2nc(SCc3ccccc3F)nn21 (stereo not drawn) | -6% | 21% | 1% | -2% | -2% | 4% | 1%
O=C(COC(=O)c1cc(-c2cccs2)nc2ccccc12)c1ccccc1 | 7% | -6% | 0% | 0% | -16% | -14% | -12%
O=C(CS(=O)(=O)c1cccc2nsnc12)Nc1ccc(F)cc1 | -1% | 16% | -1% | -4% | -5% | -2% | -2%
Cc1nc2c(-c3ccccc3)c(C)nn2c(C)c1CCC(=O)NC(C)c1ccccc1 (stereo not drawn) | 6% | -19% | 0% | 3% | -4% | -2% | 9%
COc1cccc(N2CCN(C(=O)c3cnc4c(-c5ccccc5)c(C)nn4c3C)CC2)c1 | -19% | 6% | 0% | 1% | -7% | -3% | -1%
Cc1cc(C)n(-c2nc(C)c(C)c(=O)n2CC(=O)Nc2ccc([N+](=O)[O-])cc2)n1 | 8% | 5% | -4% | -1% | 6% | -5% | 1%
CCOc1ccc(NC(=O)c2sc3nc4n(c(=O)c3c2C)CCCC4)cc1 | -9% | -3% | 3% | 0% | -8% | 24% | -10%
CCN(CC)CCCNC(=O)c1ccc(Cn2c(SCc3ccccc3)nc3cccnc32)cc1 | ? | ? | 1% | -1% | 5% | ? | -5%
O=C(CC1(O)C(=O)N(CCc2ccccc2)c2ccc(Br)cc21)c1ccccc1O (stereo not drawn) | 13% | ? | -1% | -8% | ? | 9% | 1%
CCc1ccccc1Nc1sc(C(=O)c2ccccc2)c(N)c1S(=O)(=O)c1ccccc1 | 0% | 17% | -3% | 1% | -10% | 14% | 2%
CCOC(=O)c1c(NC(=O)c2cc(-c3ccc(Br)cc3)on2)sc(C)c1C | 1% | -5% | -2% | 0% | -2% | 4% | -1%
O=C(CN1C(=O)C2CCCCN2c2ccc(C(=O)N3CCCC3)cc21)NCc1ccc(F)cc1 (stereo not drawn) | -5% | 0% | -1% | -3% | 1% | -2% | -2%
O=C(CSc1nccn1Cc1ccc(Cl)cc1)NC1CCCC1 | ? | 5% | 0% | -21% | 1% | -2% | 1%
Cc1ccc(-c2cc(C(F)(F)F)c(C#N)c(SCC(=O)Nc3ccccc3)n2)cc1 | -1% | ? | 1% | 56%[activator] | 6% | -4% | 4%
CCc1ccc(CNC(=O)c2cc3c(=O)n(CC)c4ccccc4c3s2)cc1 | -6% | -20% | -1% | -6% | -24% | -1% | 8%
CCC(CC)C(=O)Nc1ccc2nc(SCc3ccccc3)sc2c1 | 9% | -19% | -5% | -2% | -12% | -2% | 1%
Next section.
SMILES | NTMT1 inhibitor | p53null 39C tox | B2AR arrestin ag | PTAP-TSG101 blk | FH mod | p53null 32C kill | GALK inh
COc1ccc(CCNC(=O)CN2C(=O)COc3ccccc32)cc1OC | -4% | 9% | 1% | 1% | -11% | -14% | -1%
CCC(=O)N1CCc2cc(S(=O)(=O)NCCC(=O)NCc3ccc(C)cc3)ccc21 | 4% | -7% | 0% | -4% | 2% | 2% | 1%
Nc1nc(Nc2ccccc2F)sc1C(=O)c1ccc(Cl)cc1 | -14% | -12% | -1% | -3% | -29% | 11% | 8%
Cc1cccc(Cn2c(-c3cccs3)nc3ccccc32)c1 | -3% | -16% | 0% | 0% | -1% | 17% | 5%
COC(=O)C(NC(=O)CCc1c(C)nc2c(c(C)nn2-c2ccccc2)c1C)C(C)C (stereo not drawn) | ? | -15% | -3% | -4% | -9% | -3% | 8%
COc1ccccc1-n1c(=O)n(C)c2c(C(N)=O)nc(-c3cccc(OC)c3OC)nc21 | ? | -6% | 0% | 1% | -5% | 10% | -2%
O=C(Nc1ccccc1OCc1cc(=O)n2ccccc2n1)c1ccccc1F | 5% | -1% | -1% | -2% | -4% | -6% | 2%
CCCN(CCC)C(=O)CN1C(=O)CSc2ccc(S(=O)(=O)N3CCC(C)CC3)cc21 | 11% | 25% | -1% | -3% | 1% | 1% | -2%
COC(=O)COc1ccc(Oc2nc(NC(C)(C)C)nc(N3CCOCC3)n2)nn1 | -2% | -26% | 0% | 1% | 5% | 9% | 4%
CCc1ccc(NC(=O)CSc2ccc(-c3sc(-c4ccccc4)nc3C)nn2)cc1 | 22% | -18% | 1% | 2% | -16% | -1% | 6%
Cn1c(=O)c2c(-c3ccccc3)n3c(c2n(C)c1=O)C(c1ccccc1[N+](=O)[O-])Nc1ccccc1-3 (stereo not drawn) | . | 3% | -3% | 0% | . | -9% | -1%
COc1ccc2oc(=O)c(C(=O)NCCc3c(C)[nH]c4ccc(C)cc34)cc2c1 | 7% | -6% | 6% | -1% | -16% | 15% | -14%
Cc1ccc(CNC(=O)CCCn2c(=O)c3ccccc3n(Cc3ccccc3C)c2=O)cc1 | -2% | -14% | 1% | -3% | ? | 1% | 3%
CCOc1ccc(C2=NC(c3cccs3)=Nc3ccc(C(C)C)cc3N2)cc1 | 19% | 6% | -2% | -11% | ? | -9% | 3%
CCCCOc1ccc(-c2cc3c(=O)n(CC(=O)Nc4ccc(Cl)cc4Cl)ccn3n2)cc1 | -21% | 5% | -2% | 2% | 5% | -9% | 0%
CCCn1c(=O)n(-c2ccccc2)c(=O)c2sc3ccccc3c21 | 5% | 7% | -1% | -1% | 2% | 1% | 0%
Cc1ccc2[nH]c(=O)c3cc(C(=O)NCCCN4CCC(C)CC4)sc3c2c1 | ? | ? | 1% | -2% | ? | -7% | 5%
N#Cc1c(Nc2cccc(F)c2)sc(C(=O)c2ccc(Cl)cc2)c1N | 2% | -16% | 1% | -1% | 15% | -2% | 9%
CCCS(=O)(=O)N1CCC(N2CCN(Cc3ccc(C)cc3)C(=O)C2=O)CC1 | . | 5% | 2% | 1% | . | -3% | 0%
Cc1ccc(CN2CCCn3nc(C(=O)NC(C)C)cc3C2=O)cc1 | 19% | 6% | 7% | 0% | -5% | 1% | 1%
COc1ccc(NC(=O)c2ccco2)cc1NC(=O)c1ccc(C#N)cc1F | ? | -7% | 1% | -3% | -15% | -6%[9.22 µM] | 5%
Cc1ccc(-c2nnc3c4ccccc4c(C)nn23)cc1NC(=O)c1cccc(Br)c1 | -8% | -20% | 1% | -5% | 4% | -6% | 3%
CCOC(=O)c1ccc(NC(=O)CCCc2nc(-c3cc(OC)c(OC)c(OC)c3)no2)cc1 | 2% | -7% | -2% | -7% | 0% | 4% | -11%
Cc1ccc(NC(=O)CN2C(=O)C(C)(C)c3cc(S(=O)(=O)N4CCCCC4)ccc32)c(Br)c1 | ? | 15% | 0% | 2% | ? | 3% | 2%
CCOc1cccc(C(=O)Nc2ccc3oc(-c4cccnc4)nc3c2)c1 | ? | -14% | -2% | 0% | -5% | -17% | 3%

Results in FH mod and p53null 32C kill (2 entries from above):
SMILES	FH mod	p53null 32C kill
CCOc1ccc(C2=NC(c3cccs3)=Nc3ccc(C(C)C)cc3N2)cc1	?	-9%
Cc1ccc2[nH]c(=O)c3cc(C(=O)NCCCN4CCC(C)CC4)sc3c2c1	?	-7%

Continuation:
SMILES | NTMT1 inhibitor | p53null 39C tox | B2AR arrestin ag | PTAP-TSG101 blk | FH mod | p53null 32C kill | GALK inh
Cc1cc(C)c(S(=O)(=O)Nc2ccc(-c3ccc(N4CCCCC4)nn3)cc2)cc1C | . | 0% | 1% | 0% | . | 7% | -2%
Cc1ccc2c(c1)NC(=O)c1cccnc1O2 | -3% | -10% | -3% | 0% | 9% | -2% | 5%
Cc1ccc(CCNC(=O)c2ccc3c(c2)nc2n3CCCCC2)cc1 | ? | ? | 0% | -5% | -25% | -19% | 0%
Cc1ccc2c(Sc3ccc(Cl)cc3)c(C(=O)N3CCCCC3)[nH]c2c1 | -2% | 6% | -1% | 2% | ? | 13% | 2%
Cn1c(=O)c2c(-c3ccccc3Br)n(Cc3ccccc3)cc2n(C)c1=O | -1% | -8% | 0% | -2% | -3% | -4% | 2%
Cc1ccc(-n2nc(CO)c(C(=O)NCCO)n2)cc1 | 12% | ? | -2% | 1% | -2% | ? | 1%
COc1ccc(OC)c(NC(=O)c2nnn(CC(=O)Nc3ccc(C(C)C)cc3)c2N)c1 | -8% | ? | -1% | 0% | 6% | -5% | 2%
O=C(CCSCc1ccc(Cl)cc1)NCCc1ccccc1 | 14% | 5% | 2% | -2% | -11% | 4% | -9%
N=c1c(C(=O)NCC2CCCO2)cc2c(=O)n3ccccc3nc2n1CCCO (stereo not drawn) | -2% | 5% | -2% | -1% | 0% | 0% | 2%
COc1cc(OC)c(NC(=O)N2CCSc3ccccc32)cc1Cl | 5% | -6% | 1% | -7% | ? | 1% | 0%

Filtered by structure: the entries above with an NH in an aromatic ring
SMILES | NTMT1 inhibitor | p53null 39C tox | B2AR arrestin ag | PTAP-TSG101 blk | FH mod | p53null 32C kill | GALK inh
COc1cc2[nH]c(=O)n(CCCC(=O)N(C)Cc3ccccc3)c(=O)c2cc1OC | -19% | 2% | 0% | 3% | -6% | 3% | 1%
COc1ccc2oc(=O)c(C(=O)NCCc3c(C)[nH]c4ccc(C)cc34)cc2c1 | 7% | -6% | 6% | -1% | -16% | 15% | -14%
Cc1ccc2[nH]c(=O)c3cc(C(=O)NCCCN4CCC(C)CC4)sc3c2c1 | ? | ? | 1% | -2% | ? | -7% | 5%
Cc1ccc2c(Sc3ccc(Cl)cc3)c(C(=O)N3CCCCC3)[nH]c2c1 | -2% | 6% | -1% | 2% | ? | 13% | 2%

These rows are one share of the data; rates above refer to the full screens.
